Source: PubChem BioAssay
RXFP1 antag – antagonists of human relaxin receptor RXFP1; AID 1259400; activity change, negative = inhibition, % at 57.5 µM; 0.59% of 350,000 active; Q9HBX9; HEK293-RXFP1, relaxin-stimulated cAMP HTRF, 30 min; active compounds read low;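 active means activity change of -60% or lower, but not beyond a set lower limit; inconclusive means change between -60% and -40%, or beyond the set limit; inactive means change above -40%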; further: on the % scale 0 is the no-effect control and ±100 the full control effect
Target sequence (Q9HBX9 whole entry, looked up): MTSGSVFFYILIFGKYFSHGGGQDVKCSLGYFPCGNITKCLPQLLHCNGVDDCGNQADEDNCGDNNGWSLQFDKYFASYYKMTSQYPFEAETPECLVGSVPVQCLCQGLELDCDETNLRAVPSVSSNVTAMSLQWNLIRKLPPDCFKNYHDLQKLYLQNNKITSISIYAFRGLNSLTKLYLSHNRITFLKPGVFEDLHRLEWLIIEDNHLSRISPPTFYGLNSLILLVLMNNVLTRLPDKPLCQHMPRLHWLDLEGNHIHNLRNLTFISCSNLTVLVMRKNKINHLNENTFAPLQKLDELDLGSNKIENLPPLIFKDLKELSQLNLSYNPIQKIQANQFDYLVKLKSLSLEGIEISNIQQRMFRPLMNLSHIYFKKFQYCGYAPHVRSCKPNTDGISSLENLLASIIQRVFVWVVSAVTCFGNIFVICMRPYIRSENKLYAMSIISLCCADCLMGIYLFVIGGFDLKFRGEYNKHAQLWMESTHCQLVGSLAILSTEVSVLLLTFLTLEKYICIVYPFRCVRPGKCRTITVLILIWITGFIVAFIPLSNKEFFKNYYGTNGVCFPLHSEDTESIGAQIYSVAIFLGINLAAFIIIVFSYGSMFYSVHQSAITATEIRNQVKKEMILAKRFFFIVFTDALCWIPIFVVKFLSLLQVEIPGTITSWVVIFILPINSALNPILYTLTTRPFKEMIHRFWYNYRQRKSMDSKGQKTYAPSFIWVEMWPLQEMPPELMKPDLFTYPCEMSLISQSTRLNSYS
POLK inh – DNA polymerase kappa (human) inhibition; purified Pol kappa, fluorescent DNA synthesis assay, 10 min; Potency, µM (doses to about 107 µM), without a hit: at the highest dose activity, negative = inhibition, usual class: inhibitors; 0.53% of 400,000 active; AID 588579; further: potency means the concentration at half of the fitted maximal effect; on the % scale 0 is the no-effect control and ±100 the full control effect
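Here, compound and 10 nM enzyme are combined for 15 min at room temperature; adding 50 nM substrate (final) starts DNA synthesis, tracked by fluorescence at 0 and 10 min against buffer-only wells.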
APEX1 inh – APE1 (human) endonuclease inhibition | recombinant APE1, TAMRA/BHQ-2 abasic DNA cleavage fluorescence | AID 2517 | 0.35% of 350,000 active | Potency, µM (highest dose often 65.8 µM), for the others: at the top dose activity change, negative = inhibition, most hits filed as inhibitors | P27695;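 further: potency means the concentration at half of the fitted maximal effect; plate controls were vehicle for no effect and reference inhibitor for full effect; nearly all actives have a fitted effect of over 55% in size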
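Measures dequenching upon AP-site incision of a 5'-TAMRA/3'-BHQ-2 THF-containing duplex, 50 nM; human APE1 0.75 nM after 15 min room-temperature exposure to compound; kinetic three-point read at one-minute spacing.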
Tb PGK inh – blocks T. brucei phosphoglycerate kinase; PGK/GAPDH coupled, Kinase-Glo luminescence, 60 min; Potency, µM (top dose mostly 57.5 µM), for the others: at the top dose activity change, negative = inhibition, usual class: inhibitors; 0.043% of 380,000 active; AID 602233; further: potency means the concentration at half of the fitted maximal effect; on the % scale 0 is the no-effect control and ±100 the full control effect; nearly all actives have a fitted effect of over 60% in size
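Recombinant glycosomal PGK reaction used 1,3-bisphosphoglycerate generated in-well by GAPDH (100nM final) in 100mM TEA pH 7.6, 5mM MgCl2, 0.01% Tween-20. After 60 minutes at room temperature, ATP was read by Kinase-Glo Plus luminescence end-point.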
Apoferritin bind – binds horse apoferritin like a general anesthetic | P02791 | apoferritin/1-aminoanthracene competitive binding, fluorescence | Potency, µM (series often up to 77.5 µM), for inactives: top-dose activity change, negative = displacement, most hits filed as inhibitors | 0.074% of 350,000 active | AID 485281; further: potency means the concentration at half of the fitted maximal effect; on the % scale 0 is the no-effect control and ±100 the full control effect; nearly all actives have a fitted effect of over 20% in size
Target sequence (P02791 2-175 limits assumed): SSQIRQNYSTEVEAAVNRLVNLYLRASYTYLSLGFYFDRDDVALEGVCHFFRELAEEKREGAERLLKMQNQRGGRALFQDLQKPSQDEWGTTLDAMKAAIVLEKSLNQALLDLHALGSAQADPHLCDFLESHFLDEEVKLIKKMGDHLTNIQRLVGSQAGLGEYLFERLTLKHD
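Apoferritin-based anesthetic binding model; compound displacement of fluorescent 1-AMA measured as endpoint fluorescence after 10 minutes at room temperature, scaled to free-ligand and complex controls.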
BLM inh – inhibitors of human Bloom syndrome helicase BLM | recombinant BLM DNA unwinding, fluorescence dequenching | 0.2% of 350,000 active | Potency, µM (series often up to 56.1 µM), inactives show at the highest dose activity change, negative = inhibition, most hits filed as inhibitors;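 further: potency means the concentration at half of the fitted maximal effect; plate controls were vehicle for no effect and no enzyme for full effect; nearly all actives have a fitted effect of over 35% in size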
Pol iota inh – DNA polymerase iota (human) inhibition | Pol iota fluorescent replication assay, 10 min | Q9UNA4 | 1% of 390,000 active | Potency, µM (series often up to 115 µM), without a hit: at the highest dose activity, negative = inhibition, usual class: inhibitors | AID 588590; further: potency means the concentration at half of the fitted maximal effect
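Fluorescent replication assay read twice, at 0 min and 10 min after adding 50 nM (final) substrate. Enzyme (10 nM) and compounds were first incubated 15 min at room temperature; enzyme-free buffer wells were negative controls.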
Pol eta inh – DNA polymerase eta (human) inhibition; Q9Y253; recombinant Pol eta, fluorescent DNA replication assay; Potency, µM (series often up to 114 µM), inactives show at the highest dose activity change, negative = inhibition, actives largely listed as inhibitors; 1.2% of 390,000 active; AID 588591; further: potency means the concentration at half of the fitted maximal effect; on the % scale 0 is the no-effect control and ±100 the full control effect
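Pol eta (10 nM) was preincubated with compounds for 15 min at room temperature, after which fluorescent replication substrate (50 nM final) was added to start the reaction. Fluorescence was read kinetically at 0 and 10 min.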
Pol beta inh – blocks human DNA polymerase beta activity; AID 485314; P06746; 1.3% of 340,000 active; Potency, µM (highest dose often 114 µM), without a hit: at the top dose activity change, negative = inhibition, actives largely listed as inhibitors; Pol beta primer extension/strand displacement, fluorescence kinetic; further: potency means the concentration at half of the fitted maximal effect; on the % scale 0 is the no-effect control and ±100 the full control effect
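Reaction started by 50 nM substrate onto compound-treated Pol beta (10 nM, 15 min preincubation, room temperature); plates read at 0 min and 10 min. Normalized concentration-effect data fitted by four-parameter Hill equation.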
The depositor's hits bear a star; i = inactive; ? = inconclusive; · = not tested or not shown; & = joins results of further samples; [ ] = remark or other dose. Unless noted, the call rests on the fitted dose curve; in most records, active means well fitted curve in the direction sought with a large enough effect; inconclusive means small, poorly fitted or top-dose-only effect, or another doubt; inactive means no such curve, though single readings can be large; an effect the other way counts as inactive or inconclusive. An excerpt; count on the stated rates, not on these rows.

Values run as follows: RXFP1 antag, POLK inh, APEX1 inh, Tb PGK inh, Apoferritin bind, BLM inh, Pol iota inh, Pol eta inh, Pol beta inh
COc1ccc(OC)c(NC(=O)CSc2nnc(-c3cnccn3)n2C)c1
  24, -24%, 50%[activator], i, -13%, -1%, 43%[activator], -2%, 1%
Brc1ccccc1C1Nc2cccc3cccc(c23)N1
  8, -14%, 1%, 8%, ?, -5%, -21%, ?, 6%
COc1ccc(N(C)S(=O)(=O)c2cccc(C(=O)NC3CCC(C)CC3)c2)cc1 (stereo not given)
  -9, -12%, -3%, -1%, -7%, -7%, 43%[activator], -8%, 6%
Oc1ccccc1-c1cc(-c2ccccc2)n[nH]1
  ·, -23%, 0%, -4%, ·, ·, 20%, -27%, ·
O=[N+]([O-])c1ccccc1/C=N\N1CCN(Cc2ccccc2Cl)CC1
  0, 2%, 14%, -1%, -10%, -5%, 26%, -19%, ?
Cn1c(C(=O)OC(C(=O)NC2CCCC2)c2cccnc2)cc2sccc21 (stereo not given)
  -4, -6%, 1%, ·, 2%, 2%, -13%, -6%, -2%
O=C(/C=C/c1c(F)cccc1Cl)N1CCOCC1
  2, 5%, 3%, -10%, -7%, -1%, 18%, -19%, 32µM*
COCCNC(=O)CC(c1ccccc1)c1ccccc1
  -12, -2%, 2%, i, 1%, -1%, -9%, -9%, 16%
CCN(CC(=O)Nc1ccccc1C(F)(F)F)C(=O)c1cc(S(=O)(=O)N2CCCCCC2)ccc1OC
  -4, -3%, 1%, -8%, ·, ·, 27%, -14%, ·
COc1ccc(-c2cc(C(=O)NC3CCCCC3)no2)cc1OC
  -9, 1%, 3%, 6%, -7%, -15%, 8%, -6%, 21%

Next section; it opens with the 3 that closed the last part.
Values run as follows: RXFP1 antag, POLK inh, APEX1 inh, Tb PGK inh, Apoferritin bind, BLM inh, Pol iota inh, Pol eta inh, Pol beta inh
COCCNC(=O)CC(c1ccccc1)c1ccccc1
  -12, -2%, 2%, i, 1%, -1%, -9%, -9%, 16%
CCN(CC(=O)Nc1ccccc1C(F)(F)F)C(=O)c1cc(S(=O)(=O)N2CCCCCC2)ccc1OC
  -4, -3%, 1%, -8%, ·, ·, 27%, -14%, ·
COc1ccc(-c2cc(C(=O)NC3CCCCC3)no2)cc1OC
  -9, 1%, 3%, 6%, -7%, -15%, 8%, -6%, 21%
O=C(CC12CC3CC(CC(C3)C1)C2)NC1CC1
  3, -5%, ·, -6%, ·, ·, -5%[58.9 µM], -23%, ·
CCC(C(=O)Nc1ccc2[nH]ncc2c1)c1ccccc1 (stereo not given)
  -7, 2%, 29%, i, ?, -8%, 120%[activator], -12%, 0%
COc1ccccc1N1CCN(C(=O)Cn2c(=O)nc(-c3ccccc3)c3cc(Cl)ccc32)CC1
  8, -1%[60.1 µM], ·, 5%, -4%, -4%, -18%, -10%, 19%
CCN(C(=O)c1cc2cc(OC)ccc2oc1=O)c1ccccc1
  6, -10%, 0%, 5%, -10%, 0%, 1%, 7%, -24%
O=C(Nn1c(C2CCC2)nc2ccccc2c1=O)c1cccs1
  12, -10%, 6%, -7%, -6%, -2%, 25%, 3%, 16%
CC(=O)Nc1ccc(N/C(=N\S(=O)(=O)c2ccccc2)c2ccccc2)cc1
  0, -15%, -5%, 3%, -13%, -1%, 16%, -20%, -4%
c1ccc(-c2nnc(SCCC3OCCCO3)o2)cc1
  0, -3%, 3%, -7%, -11%, 1%, 16%, 7%, 46%
CNC(=S)Nc1ccc([N+](=O)[O-])cc1
  6, -4%, 0%, -8%, -7%, -13%, -20%, -10%, 12%
Cc1nn(CC(=O)Nc2cc(F)ccc2F)c(=O)c2cccn12
  -8, 3%, ·, -8%, -4%, -3%, -14%, 14%, 2%
COc1ccc(CNC(=O)Cc2c(C)c3cc4c(C)coc4cc3oc2=O)cc1OC
  10, -16%, ·, -2%, 6%, -6%, 0%, -25%, ?

(cont.)
Values run as follows: RXFP1 antag, POLK inh, APEX1 inh, Tb PGK inh, Apoferritin bind, BLM inh, Pol iota inh, Pol eta inh, Pol beta inh
CCN(CC)S(=O)(=O)c1ccc(Cl)c(NC(=O)CSc2nnc(-c3cccs3)o2)c1
  -1, -7%, 7%, i, -1%, -2%, 2%, -5%, 0%
CCCNC(=O)Nc1cc(C)on1
  0, -14%, -3%, -3%, -4%, -1%, 8%, 9%, 4%
CCOc1ccccc1NC(=O)c1c(NCc2cccs2)sc2c1CCCCC2
  -32, -16%[60.1 µM], ·, -6%, -1%, -2%, 0%, -14%, 4%
O=C(O)c1ccc(C(=O)Nc2cccc3ccccc23)c(C(=O)O)c1
  6, -6%, -24%, -7%, -14%, -6%, -6%, 7%, 53%
CN1CCN(CCCNC(=O)Cn2c(-c3cccs3)cc3cc(Cl)ccc32)CC1
  -12, -7%, ·, i, -9%, -8%, 3%, -15%, -2%
O=C(NCc1ccco1)c1ccc(COCC(F)(F)C(F)F)cc1
  -1, 3%, 11%, i, -18%, -4%, -1%, -4%, 15%
COc1ccc(-n2nc(C(=O)Nc3ccc4c(c3)OCO4)c3ccccc3c2=O)cc1
  0, -5%, -7%, -2%, 6%, -5%, 30%, -13%, 27%
COc1cccc(C(=O)NCCS(=O)(=O)N2CCOCC2)c1
  -4, -2%, 25%, 0%, ·, ·, 14%, 1%, ·
O=C(COC(=O)c1cccc(Br)c1)NCC1CCCO1 (stereo not given)
  7, -7%, -11%, -7%, ·, ·, -11%, -15%, ·
O=c1cc(-c2ccc(O)cc2)oc2cc(O)c(C3OC(CO)C(O)C(O)C3O)c(O)c12 (stereo not given)
  ·, 40µM*, 7.1µM*, ?, 3%, -16%, 35µM*, 20µM*, 8.9µM*

Part of the list above in order of molecular weight, falling:
Values run as follows: RXFP1 antag, POLK inh, APEX1 inh, Tb PGK inh, Apoferritin bind, BLM inh, Pol iota inh, Pol eta inh, Pol beta inh
CCOc1ccccc1NC(=O)c1c(NCc2cccs2)sc2c1CCCCC2
  -32, -16%[60.1 µM], ·, -6%, -1%, -2%, 0%, -14%, 4%
O=C(COC(=O)c1cccc(Br)c1)NCC1CCCO1 (stereo not given)
  7, -7%, -11%, -7%, ·, ·, -11%, -15%, ·
COc1cccc(C(=O)NCCS(=O)(=O)N2CCOCC2)c1
  -4, -2%, 25%, 0%, ·, ·, 14%, 1%, ·

Going on with the list:
Values run as follows: RXFP1 antag, POLK inh, APEX1 inh, Tb PGK inh, Apoferritin bind, BLM inh, Pol iota inh, Pol eta inh, Pol beta inh
CCN1C(=O)[C@H]2[C@H]3CN=C(SCc4ccc(C(=O)OC)cc4)N3[C@@](CC)(C(=O)OC)[C@H]2C1=O
  ·, 0%, -9%, 2%, ·, ·, ?, -2%, ·
COc1ccc(CC(=O)Nc2ccc(OC)nc2)cc1
  -6, 0%, -4%, -8%, -4%, -4%, -1%, -10%, -1%
Cc1ccccc1OCc1nc(C#N)c(N2CCCC2)o1
  -7, -12%, 8%, i, -13%, -10%, 66%[activator], -19%, -10%
CS(=O)(=O)N(CC(=O)N1CCCC1)Cc1ccc(Cl)c(Cl)c1
  -4, -6%, -2%, -6%, -4%, 1%, 1%, -17%, 5%
Cc1ccc(N(Cc2ccccc2)C(=O)c2ccc(C)c(S(=O)(=O)N3CCOCC3)c2)cc1
  12, -11%, 45%[activator], -3%, ·, ·, ?, -12%, ·
CCOC(=O)C1=C(COC(=O)c2ccco2)NC(=O)NC1CC (stereo not given)
  -20, 11%, 4%, -2%, ·, ·, -14%, -5%, ·
COC(=O)c1ccc(N2CCOCC2)c(F)c1
  1, -12%, 5%, 0%, -4%, 0%, 49%[activator], 4%, -29%
O=C(N/N=C/c1c(F)cccc1Cl)C1CC1
  2, 11%, 6%, -9%, -3%, -6%, 27%, -1%, 14%
CCN(CC)C(c1ccc(F)cc1)c1nnnn1CC1CCCO1 (stereo not given)
  14, -14%, -5%, -1%, -4%, -2%, -5%, -10%, 41%
Cc1cn2c(=O)cc(COC(=O)c3ccc(NC(=O)c4ccc(F)cc4)cc3)nc2s1
  1, -8%[60.1 µM], ·, 0%, 1%, -6%, 2%, -10%, 4%

The list continues.
Values run as follows: RXFP1 antag, POLK inh, APEX1 inh, Tb PGK inh, Apoferritin bind, BLM inh, Pol iota inh, Pol eta inh, Pol beta inh
CC1=CC(C)(C)N(S(=O)(=O)c2ccc(F)cc2)c2ccccc21
  -8, -10%, 0%, i, -6%, -13%, -2%, -8%, 9%
O=C(Oc1cccc2cccnc12)c1ccc(N2C(=O)C3C4CCC(C4)C3C2=O)cc1 (stereo not given)
  -18, -12%, 4%, 6%, -3%, 0%, 96%[activator], -3%, 0%
Cc1nnc2sc(-c3ccco3)nn12
  3, -9%, -2%, 3%, -4%, -2%, 9%, -9%, -4%
COc1cccc(OC)c1C(=O)Nc1ccc(N2CCN(S(C)(=O)=O)CC2)cc1
  -4, -7%, 21%, -4%, -11%, -9%, 22%, -16%, 14%
Cc1cc(-c2ccccc2)nc2cc(C(N)=O)nn12
  -4, -6%, 6%, -6%, 0%, -7%, -20%, ?, -22%
CC(CNC(=S)Nc1cc(F)cc(F)c1)CSc1ccc(Cl)cc1 (stereo not given)
  -5, 0%, -1%, -4%, -13%, -15%, ?, -12%, 12%
COc1cc(Cl)c(C)cc1NC(=O)COC(=O)c1cnc(C)cn1
  -12, -3%, 2%, i, -2%, -2%, -4%, -14%, 16%
C[C@H](CO)N1C[C@H](C)[C@@H](CN(C)S(=O)(=O)c2ccc(F)cc2)Oc2c(NC(=O)c3ccncc3)cccc2C1=O
  ·, -2%, ·, -1%, ·, ·, 19%, -8%, ·
O=C(C[n+]1cc(Br)cc(Br)c1)c1ccccc1
  5, -3%&-23%, -14%, -6%, -6%, -12%, 40%&-3%[activator], -1%, 13%
CCCCOc1ccccc1P(=O)(O)CP(=O)(c1ccccc1)c1ccccc1
  -9, -11%, -1%, -2%, -11%, 0%, -8%, -1%, -3%
